Bioassay records as filed in PubChem BioAssay.
Platelet DG rel – inhibitors of platelet dense granule secretion, primary screen, cell-based, MLPCN, human platelets | human platelet-rich plasma, SFLLRN dense granule ATP release, luminescence | inhibition, %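 (compounds screened at 7.5 µM in platelet-rich plasma)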 | hit rate 0.22% among 300,000 | AID 1663, 2009;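 active = mean replicate score, as percent of positive control, at or above 50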
aSyn UTR inh – MLPCN primary screen, SNCA 5' untranslated region; alpha-synuclein 5'UTR reporter, inhibitor activity; inhibition, % (tested at 7.5 µM); hit rate 0.82% among 300,000; AID 1813, 2009; in the data active = inhibition above about 60%;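 also: H4 neuroglioblastoma cells stably carrying SNCA 5'UTR luciferase fusion; 0% = DMSO wells and 100% = positive control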
SKKanGAS inh – S. pyogenes SKKanGAS growth inhibitors in kanamycin, primary screen, streptokinase expression inhibitor project, SKKanGAS strain, BacTiter-Glo luminescence. 6 h. inhibition, % at 7.5 µM. hit rate 1.3% among 300,000;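 active = mean replicate score, as percent of positive control median, at least 50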;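 also: strain carries kanamycin resistance gene driven by streptokinase promoter and grows in 40 µg/ml kanamycin; loss of luminescence reflects streptokinase promoter inhibition or plain growth inhibition; 0% = median of DMSO wells and 100% = positive control at its reference dose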
HSF-1 act – HSF-1 activators, primary screen, NIH3T3-HGL cells, MG132 stress, luminescence, single point | AID 504408, 2011 | hit rate 1.7% among 300,000 | NIH3T3-HGL HSF-1 luciferase reporter, 8 h; 100% = twice DMSO control signal | activation, % at 9 µM;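 active = mean replicate activation of at least 50% with a set share of replicates each reaching 50%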;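 also: 0% = median of the neutral control wells and 100% = twice that signal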
AI-2 QS mod – Vibrio harveyi AI-2 quorum sensing modulators, primary screen, JMH597 strain, luminescence/OD600 ratio; Vibrio harveyi JMH597 AI-2 luminescence/OD600 ratio, 9 h; active compounds read low; strain lacks LuxN and CqsS sensors; 0 = neutral-control median; hit rate 0.4% among 300,000; activity change, % at 7.5 µM; in the data active = activity change below about -75%, passing the limit was not always enough;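 also: luminescence divided by OD600 gain over 9 h not by final OD600 alone; inactives centre near 13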
IEC-6 tox – cytotoxicity in IEC-6 intestinal epithelial cells, primary screen, cytotoxicity control for KLF5 inhibitor project, cell-based, luminescence; AID 1825, 2009; IEC-6 cytotoxicity, luminescence viability; hit rate 0.78% among 290,000; inhibition, % at 5 µM; in the data active = inhibition above about 22%;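 also: 0% = plate median of test compound wells and 100% = cytotoxic reference compound wells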
HIF act – HIF pathway transcriptional activators, primary screen, cell-based, U2OS HRE-luciferase, luminescence | U2OS HRE-luciferase reporter; normalized: DMSO 0%, desferrioxamine 100% | activation, % at 7.5 µM (by protocol) | hit rate 0.32% among 300,000;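 active = mean activation of at least 10% of the iron chelator positive control signal, with at least half of replicates also reaching 10%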
HSP90 refold inh – HSP90 inhibitors, primary screen, cell lysate, luminescence; Rabbit reticulocyte lysate, luciferase refolding luminescence, 3 h; inhibition, % at 5.6 µM; hit rate 0.91% among 290,000; AID 1789, 2009;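 active = inhibition above the screen-wide mean plus 3 SD, computed separately per campaign, cut at about 16% in these data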;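 also: 0% = DMSO wells and 100% = 60 µM geldanamycin wells; inhibitors lower the luminescence because luciferase stays unfolded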
HSF1 inhib – HSF1 inhibitors in luciferase reporter cells, primary screen, cell-based, NIH3T3, luminescence. NIH3T3-HGL HSE-luciferase, MG132-induced, luminescence 8 h; active compounds read low. activity change, negative = inhibition, % at 7.5 µM (by protocol). hit rate 0.77% among 300,000. AID 2098, 2009;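 active = more than half of replicate wells show activity change below -50%, luminescence cut by over half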;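 also: luciferase reports HSF-1 transcriptional activity via heat shock element; 0% = median of DMSO wells and -100% = zero luminescence signal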
KLF5 inh – KLF5 expression inhibitors, primary screen, DLD-1 cells, luminescence. hit rate 0.23% among 290,000. AID 1700, 2009. inhibition, % at 5 µM. DLD-1 KLF5 promoter-luciferase reporter;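 active = inhibition above a per-plate limit of that plate's mean compound inhibition plus 3 SD, cut at about 60% in these data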;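 also: 0% = DMSO wells and 100% = LY294002 at 200 µM; higher means less KLF5 promoter-driven luciferase light; inactives centre near -14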
* = called active by the depositor; · = not tested or not shown. Hits appear at their usual frequency (roughly 6% active in at least one column).

SMILES	Platelet DG rel	aSyn UTR inh	SKKanGAS inh	HSF-1 act	AI-2 QS mod	IEC-6 tox	HIF act	HSP90 refold inh	HSF1 inhib	KLF5 inh
O=C1C(c2c(O)[nH]c3ccccc23)=Nc2ccccc21	8	-37	15	9	19	3	0.2	-4	9	-8
CCOC(=O)C1(Cc2cccc(OC)c2)CCCN(S(=O)(=O)CC)C1 (centres undefined)	-17	14	1	15	12	4	-44	-2	-5	0
Cc1ccc(SCc2noc(C(=O)NC(C)C)c2C(=O)O)cc1C	4	3	18	-13	16	-5	0.7	-8	0	-10
COc1ccc(C(=O)N/N=C/c2cccnc2)cc1	5	-40	1	-9	-1	1	0.8	4	-7	-45
C[C@@]1([C@@H](NC(=O)c2cccs2)c2ccc(-c3ccccc3)cc2)C[C@H]1C1CCCCC1	-1	19	7	-10	5	-4	-2.3	2	3	-6
OC(COCc1ccccc1)CN1CCN(Cc2ccc3c(c2)OCO3)CC1 (centres undefined)	1	1	3	9	20	-8	0.1	2	-1	-26
CN(C)S(=O)(=O)c1cccc(NC(=O)c2sccc2-c2ccccc2)c1	-8	-1	0	2	3	1	-0.2	-2	-9	-41
COc1ccccc1C1=NOC(C)(c2nnc(-c3cccc(Cl)c3)o2)C1 (centres undefined)	-2	-2	-4	-6	23	·	-2.6	·	-1	·
CCN(C(=O)CN1CCc2ccccc21)c1c(N)n(Cc2ccccc2)c(=O)[nH]c1=O	7	2	-37	-8	4	-2	0.8	4	2	-7
CCOC(=O)CSc1nc2sc3c(c2c(=O)n1-c1ccccc1)CCN(C)C3	-2	-16	9	-15	16	-7	1.0	-3	4	-15
CC1CC(C)CN(S(=O)(=O)c2cccc(C(=O)OCCN3CCCC3=O)c2)C1 (centres undefined)	-4	17	-5	-12	5	-4	-0.3	1	-3	-31
O=C(O)CC/C(=N\NC(=O)c1ccccc1)c1cccs1	2	-31	0	9	-2	2	1.1	2	6	-29
CC(=O)N1N=C(c2cccnc2)OC1c1ccc(C(C)C)cc1 (centres undefined)	-4	-6	8	5	6	9	0.0	3	-10	3
O=c1[nH]ncc2c3ccccc3n(Cc3ccccc3F)c12	-1	39	-11	-14	14	-6	0.1	1	-9	-5
COC(=O)c1n[nH]n(-c2ccc(F)c(Cl)c2)c1=O	-14	-8	-7	-3	0	-2	0.1	-2	-5	-3
COC(=O)CNc1nc(Cl)nc(Nc2ccc(C)cc2)n1	0	-2	-8	3	23	5	0.2	0	-3	6
Cc1ccccc1CSCC(=O)Nc1ccccc1Br	11	-9	15	15	5	4	-1.0	0	4	-10
Cc1ccc(-c2nc(-c3ccncc3)no2)cc1Cl	2	-99	2	24	13	1	1.9	1	8	-121
O=C(O)c1ccc(S(=O)(=O)N(Cc2ccccc2)C2CCCCC2)cc1	1	16	0	-10	12	3	0.9	4	-2	-7
O=C(COc1ccccc1)Nc1nc2c(s1)CCCC2	-1	-88	-3	32	24	-7	5.3	0	19	-145
O=C1CC(c2ccccc2)c2ccc(O)cc2O1 (centres undefined)	-3	24	-5	32	-1	1	0.0	-3	3	2
CN(C)CCNc1cc(-c2ccncc2)nc2ccccc12	-5	-37	1	32	21	8	1.1	3	17	-19
Cc1[nH]c2ccc(F)cc2c1CCN(Cc1cccnc1)C(=S)Nc1ccc(F)cc1	8	11	-1	12	-3	-1	-3.6	0	9	-49
COc1ccc(S(=O)(=O)/C(C#N)=C/Nc2cccc(OC)c2)cc1	-2	-6	-7	-57	17	-2	-1.1	1	-47	-6
Cc1cc(=O)oc2cc(NC(=O)C(C)Oc3ccc(F)cc3)ccc12 (centres undefined)	9	3	-7	-1	7	·	1.2	·	-3	·

More results follow:
SMILES	Platelet DG rel	aSyn UTR inh	SKKanGAS inh	HSF-1 act	AI-2 QS mod	IEC-6 tox	HIF act	HSP90 refold inh	HSF1 inhib	KLF5 inh
Cc1ccc(S(=O)(=O)NNC(=S)Nc2ccc(Cl)cc2)cc1	-3	-21	-3	22	25	4	1.1	0	10	7
CCOC(=O)/C(C#N)=C/c1ccc(OCC(=O)Nc2cc(C)ccc2C)c(OC)c1	11	6	3	-3	14	-5	-0.4	-1	-5	-19
N#C/C(=C1/C(=O)Nc2ccc(Br)cc21)c1ccccn1	1	-41	-8	12	30	8	-0.2	1	1	1
COc1ccc(OC)c(C(=O)COC(=O)c2c(OC)cccc2OC)c1	0	9	-1	3	-8	4	-0.7	2	3	0
COc1ccc(CCNC(=O)c2ccc(Cl)c(S(=O)(=O)N(C)c3ccccc3)c2)cc1	-1	26	-3	-1	4	-7	-1.2	0	13	-4
Cc1ccc(NC(=O)c2sc3ncn(CC(=O)N4CCOCC4)c(=O)c3c2C)c(Br)c1	2	-8	-2	78*	26	-9	0.2	-1	36	-29
Cc1cc(=O)oc2c(CN3CCC(C)CC3)c(O)c(Cl)cc12	-4	-39	·	·	29	1	-0.6	3	·	-35
Cc1c(C)n2c(SCC(=O)N3CCCC3)nnc2[nH]c1=O	24	12	-11	-4	25	·	-0.2	·	-4	·
Cc1nc2c(C(=O)NCCC3=CCCCC3)c[nH]n2c(=O)c1Cl	3	-4	16	-6	-2	-5	-0.5	-4	3	-29
CCOc1cccc(Oc2ccc(C(F)(F)F)cn2)c1	-11	24	0	·	26	-5	-0.1	-2	·	-18
COc1ccccc1NC(=O)NCc1ccc(C)n1C	-1	-7	2	-3	23	8	1.7	8	-2	9
CSc1ccc(C(=O)N2CCC(CCC(=O)NCc3ccc(F)cc3)CC2)cc1	1	11	1	2	34	11	-10	8	-2	0
CC(=O)Oc1ccc(Cl)cc1/C=C/c1cc(OC(C)=O)c2ccccc2n1	6	-138	1	8	30	10	1.3	-1	10	-19
COCCN(C(=O)c1snc(C(N)=O)c1N)C(C(=O)NC1CCCCC1)c1ccc(N(C)C)cc1 (centres undefined)	-5	6	-4	26	7	7	-8.5	3	8	0
Cc1ccc(C(=O)C(NC(=O)c2ccco2)N2CCOCC2)cc1 (centres undefined)	18	-57	12	23	4	-1	1.2	-4	16	-8
Cc1cc(N2CCCC2)nc2ccc(NC(=S)NCCCN3CCC(C)CC3)cc12	4	-27	-7	54*	22	12	0.5	-2	14	4
COc1cccc(C=Nc2ccc(C)c(F)c2)c1O	-13	2	-4	8	15	0	1.0	0	9	-14
CCn1c(=O)cc(OCC(=O)Nc2ccccc2N2CCN(C)CC2)c2ccccc21	6	-22	1	12	10	5	-0.2	2	8	-50
CC1(C)CC(=O)C(C(C2=C(O)CC(C)(C)CC2=O)c2ccc([N+](=O)[O-])cc2)C(=O)C1 (centres undefined)	2	-1	10	17	6	-8	-5.3	4	-5	-7
O=C(COc1ccc(Br)cc1)N/N=C1/SCC(=O)N1Cc1ccco1	-12	27	-5	21	4	8	-0.5	4	17	2
CC(C)=NOCC(=O)Nn1c(COc2c(C)cccc2C)nc2ccccc2c1=O	0	-6	-4	7	15	-1	-20	1	0	4
CC(C)N1C(=O)CCC1C(=O)N1CCN(c2ccccn2)CC1 (centres undefined)	-21	17	-4	-18	-2	0	-0.3	4	-1	4
COc1ccc(OC)c(S(=O)(=O)N/N=C\c2c[nH]c3ccccc23)c1	-9	20	-8	5	6	0	-0.2	-6	-1	-45
COc1cc(C(=O)Nc2ccc(C)cc2)c2ccccc2n1	-1	82*	-2	-17	25	84*	0.7	-4	-15	62
CC(C)c1nnc(NC(=O)CCc2ccccc2)s1	19	-56	4	-7	3	-1	1.4	5	-4	-15

Continuation.
SMILES	Platelet DG rel	aSyn UTR inh	SKKanGAS inh	HSF-1 act	AI-2 QS mod	IEC-6 tox	HIF act	HSP90 refold inh	HSF1 inhib	KLF5 inh
CN1CC(=O)N(CC(=O)Nc2ccc(Br)cc2F)C1=O	-3	7	-8	-7	31	-3	-0.1	2	-8	-26
CC1CCN(C(=O)c2ccc(NS(=O)(=O)c3ccccc3)cc2)CC1	4	-17	-5	14	33	4	0.6	1	1	-19
Cc1ccc(S(=O)(=O)N2CCCC2C(=O)Nc2cc(C)on2)cc1 (centres undefined)	-10	-7	-6	28	21	0	·	-1	5	-18
CCn1nc(NS(=O)(=O)c2ccc([N+](=O)[O-])cc2)c2cc3cccc(C)c3nc21	28	2	12	32	26	5	0.1	-7	-1	-23
COc1ccc(NC(=O)c2sc3nc(N4CCCC4)c4c(c3c2N)CC(C)(C)OC4)c(OC)c1	14	55	11	7	19	8	-0.9	-1	2	-26
COc1ccccc1CN(Cc1nc2ccccc2c(=O)[nH]1)S(=O)(=O)c1ccc2ccccc2c1	-7	24	6	-3	-1	11	·	5	12	12
COc1ccc(C(C)NC(=S)NCc2ccc(F)cc2)cc1OC (centres undefined)	3	6	1	43	3	6	0.7	0	16	-27
CN(C)c1nc(N)nc(Cn2ccnc2)n1	-2	21	-10	-9	23	-4	0.5	0	-2	8
O=C(CCCN=C1NS(=O)(=O)c2ccccc21)OCC(=O)N1CCc2ccccc21	-2	5	-2	-8	26	-1	-0.3	0	-7	-24
O=C(c1ccc(Cl)c(F)c1F)N1CCOCC1	-6	-13	0	-12	8	4	0.5	1	-1	-12
O=C(c1cc(-c2ccco2)on1)N1CCc2ccccc2C1	1	-29	5	4	18	-12	-0.5	-2	0	-16
N=c1c2c(n(Cc3ccc(Cl)cc3)c3c1CCC3)CCC2	2	54	9	-9	31	6	-0.3	1	0	38
Cc1c(NC(=O)CSc2nnc3c4ccccc4n(CCc4ccccc4)c3n2)c(=O)n(-c2ccccc2)n1C	0	-25	4	88*	0	60*	-0.4	-4	66	24
CC(=O)NCC(c1cccs1)S(=O)(=O)c1ccc(F)cc1 (centres undefined)	15	-13	-17	1	-11	0	-0.8	1	-4	-14
Cc1ccc(S(=O)(=O)NC(=O)NCCCN2CCOCC2)cc1	9	12	-4	5	9	-1	-0.5	-5	-5	-13
CCCCCCC(=O)Oc1ccc(N2C(=O)CCC2=O)cc1	0	-17	-4	19	33	-2	-0.1	4	-2	-24
Cc1ccc(NC(=O)CN2CCC(NC(=O)c3cccc(F)c3)CC2)cc1C	-3	53	-4	-18	-5	4	-1.8	1	-2	-29
Oc1ccccc1N1CCN(C(=S)NCc2ccccc2)CC1	3	5	3	5	24	-10	-0.2	-9	0	-42
Cc1cc(SCc2ccc(Cl)cc2)nc(=O)[nH]1	7	-4	1	12	18	3	0.6	-3	4	-18
COCCN(C(=O)c1csnn1)C(C(=O)NC1CCCC1)c1ccccc1F (centres undefined)	-3	-19	3	20	·	-7	-0.5	1	4	-18
Cc1ccc(S(=O)(=O)N2CCOC2CNC(=O)C(=O)NCCc2c[nH]c3ccccc23)cc1 (centres undefined)	-7	25	-6	18	0	0	-0.2	4	10	-24
CCN(CC)CCNC(=O)Cn1nc(-c2ccccc2)c2ccccc2c1=O	-5	-5	-2	-15	6	-4	0.7	1	-2	-12
